# Screening results: PubChem BioAssay, The Scripps Research Institute Molecular Screening Center
# M5 antag – blocks acetylcholine activation of human M5 receptor; P08912; CHO-hM5 cells, Fluo-8 calcium fluorescence, ACh EC80; inhibition, % at 3 µM; actives 0.59% (n = 360,000); AID 624040;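 active = inhibition above a per-plate cutoff, the mean of that plate's test compounds plus 3 SD, cut at about 27% in these data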;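 also: 0% = acetylcholine EC80 with DMSO and 100% = DMSO without agonist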
# Target sequence (P08912 whole entry, looked up): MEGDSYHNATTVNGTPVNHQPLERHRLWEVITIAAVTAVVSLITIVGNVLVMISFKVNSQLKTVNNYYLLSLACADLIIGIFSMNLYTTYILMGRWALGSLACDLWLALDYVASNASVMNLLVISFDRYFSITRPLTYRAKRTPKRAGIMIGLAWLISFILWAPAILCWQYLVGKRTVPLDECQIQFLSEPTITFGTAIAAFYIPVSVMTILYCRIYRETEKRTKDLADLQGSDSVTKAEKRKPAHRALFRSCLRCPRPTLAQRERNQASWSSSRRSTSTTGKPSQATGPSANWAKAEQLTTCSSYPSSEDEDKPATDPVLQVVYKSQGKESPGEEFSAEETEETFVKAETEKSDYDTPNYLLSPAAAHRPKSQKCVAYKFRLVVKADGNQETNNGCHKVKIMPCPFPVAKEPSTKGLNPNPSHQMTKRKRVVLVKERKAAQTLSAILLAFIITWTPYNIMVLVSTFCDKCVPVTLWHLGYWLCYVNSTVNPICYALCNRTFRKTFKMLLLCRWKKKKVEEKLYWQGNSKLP
# CHRM4 PAM – potentiates acetylcholine response at human M4 receptor | P08173 | CHO-K1 hM4/Gqi5, Fluo-8 calcium fluorescence, ACh EC20; 0% = ACh EC20, 100% = maximal ACh | activation, % at 3 µM | actives 0.4% (n = 360,000) | AID 624126;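 active = activation above its plate's cutoff, the mean activation of sample wells plus 3 SD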; also: some results filed as inactive read as strong as hits
# Target sequence (P08173 whole entry, looked up): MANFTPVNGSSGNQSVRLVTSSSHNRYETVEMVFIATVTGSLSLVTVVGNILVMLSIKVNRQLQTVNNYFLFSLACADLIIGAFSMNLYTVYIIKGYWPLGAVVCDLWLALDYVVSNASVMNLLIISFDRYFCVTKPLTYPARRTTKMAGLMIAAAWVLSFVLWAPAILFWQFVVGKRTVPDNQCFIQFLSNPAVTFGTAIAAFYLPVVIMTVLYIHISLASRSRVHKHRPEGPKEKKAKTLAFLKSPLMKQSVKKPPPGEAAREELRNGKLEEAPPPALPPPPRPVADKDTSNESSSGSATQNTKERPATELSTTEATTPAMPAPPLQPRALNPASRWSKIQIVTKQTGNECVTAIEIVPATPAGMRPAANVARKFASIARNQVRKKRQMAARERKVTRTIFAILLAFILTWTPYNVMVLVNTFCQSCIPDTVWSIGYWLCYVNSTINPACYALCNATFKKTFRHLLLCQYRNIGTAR
# M5 ag – agonists of human muscarinic M5 receptor (CHRM5). actives 0.19% (n = 360,000). P08912. activation, % at 3 µM. CHO-K1 hM5 cells, Fluo-8 calcium fluorescence; 0% DMSO wells, 100% maximal acetylcholine response. AID 624037;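 active = activation above the run's mean over test compounds plus 3 SD, cut at about 23% in these data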;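 also: signal is peak over basal fluorescence ratio across the kinetic read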
# CHRM4 agonist – CHRM4 agonism in calcium assay; activation, % at 3 µM; actives 0.14% (n = 360,000); AID 624127; CHO-K1 hM4/Gqi5, Fluo-8 calcium fluorescence; vehicle 0%, full acetylcholine response 100%; P08173;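 active = activation above the run mean over all test wells plus 3 SD, cut at about 32% in these data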;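 also: peak over basal fluorescence ratio per well then scaled between controls; 0% = DMSO wells and 100% = acetylcholine at EC100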
# M1 PAM parental – nonselective activator or artifact in parental CHO-K1 calcium assay; ATP EC20, Fluo-8 calcium fluorescence; 0% at ATP EC20, 100% at ATP max; activation, % at 3 µM; actives 0.02% (n = 360,000); AID 602247;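 active = activation above the run cutoff, the mean activation of all test compounds plus 3 SD, cut at about 40% in these data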;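 also: peak over basal fluorescence ratio in a 140 s read after ATP addition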
# M1 ag parental – counter-screen for M1 agonists: effect in parental CHO-K1 cells | actives 0.48% (n = 360,000) | Fluo-8 calcium fluorescence; scaled to maximal ATP response, vehicle zero | activation, % at 3 µM; in the data active = activation above about 15%;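 also: untransfected CHO-K1 host cells lacking M1 receptor as counterscreen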
# CHO-K1 Ca antag – nonselective inhibitor or artifact in parental CHO-K1 cells. actives 0.6% (n = 360,000). ATP-induced calcium, Fluo-8 fluorescence. inhibition, % at 3 µM;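 active = inhibition above a per-plate cutoff, the plate's mean sample inhibition plus 3 SD, cut at about 24% in these data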;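 also: 0% = DMSO plus EC80 ATP and 100% = DMSO alone without ATP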
# M4 antag – blocks acetylcholine activation of human M4 receptor. actives 0.73% (n = 360,000). CHO-hM4 cells, ACh EC80, Fluo-8 calcium fluorescence. P08173. inhibition, % at 3 µM. AID 624125;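 active = inhibition above its plate's cutoff, the mean inhibition of sample wells plus 3 SD, cut at about 27% in these data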;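 also: 0% = acetylcholine EC80 with DMSO and 100% = DMSO without agonist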
# CHRM5 PAM – CHRM5 positive allosteric modulation; activation, % at 3 µM; actives 0.3% (n = 360,000); CHO-K1 hM5, Fluo-8 calcium, ACh EC20 PAM; 0% = ACh EC20, 100% = ACh EC100; P08912;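 active = activation above the run cutoff, the mean activation of all test compounds plus 3 SD, cut at about 18% in these data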
#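 system = human M5 receptor in CHO-K1 cells | reagent = EC20 acetylcholine as agonist stimulus | compound dosing = single-point, 3 µM nominal | incubation = Fluo-8 loading 80 min at 37 °C plus 30 min room temperature | detection = Fluo-8 calcium dye fluorescence, kinetic read | benchmarks = low control EC20 acetylcholine (0%), high control EC100 acetylcholine (100%)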
# * marks the source's active call; other numbers are inactive results; · = not tested or not shown. Compounds as they come. About 2.7% of those tested had a hit in this group.
SMILES,M5 antag,CHRM4 PAM,M5 ag,CHRM4 agonist,M1 PAM parental,M1 ag parental,CHO-K1 Ca antag,M4 antag,CHRM5 PAM
CCCCSCCCNC(=O)CS(=O)Cc1nc(-c2cccc(C)c2)oc1C (stereo unspecified),4,-3,-1,-1,5,0.8,-6,3,-7
Cc1cc(C(C)(C)C)oc1C(=O)N(CC(=O)NC1CCCC1)c1cccc(C(F)(F)F)c1,-7,4,4,1,13,0.8,-3,-3,3
c1ccc(NN(Cc2cnccn2)c2ccccc2)cc1,5,-4,-2,0,-6,2.5,10,6,-2
COc1ccc(N=Nc2nc3ccc(Br)cc3n2C)cc1,9,4,5,14,-4,18*,6,-6,-4
COc1ccc(C2(CNC(=O)Cc3ccc(OC)c(OC)c3)CCCC2)cc1,-9,4,1,6,7,1.0,1,-12,5
Cc1ccc(S(=O)(=O)NCC(=O)NCC(=O)NCCc2ccccc2F)cc1C,-4,11,2,0,18,-0.2,-12,-14,11
COC(=O)CCC(=O)N1CCCC(CNS(=O)(=O)c2ccc(OC)cc2)C1 (stereo unspecified),5,6,1,0,17,0.8,-12,-8,6
Oc1ccccc1Nc1nc(NCc2ccco2)c2ccccc2n1,14,-10,-2,9,-2,2.7,-4,-7,-17
CCc1nnc(NC(=O)CSc2nc3c([nH]c4ccccc43)c(=O)n2CCOC)s1,10,2,-2,0,1,0.3,-9,-4,-8
COC(=O)C[C@@H]1C=C[C@@H](NS(=O)(=O)c2ccc(OC)cc2)[C@@H](CO)O1,8,1,-1,2,·,·,·,-4,-12
Cc1ccc(NC(=O)c2cc(S(=O)(=O)N3CCCC3)cn2C)cc1C,-11,11,-2,0,26,0.5,-15,-32,10
CCCC(O)(c1ccc(OC)cc1)C(CN1CCOCC1)c1ccc(Cl)cc1 (stereo unspecified),-9,-4,-6,1,6,0.5,-18,-12,1
CN(c1ccccc1)c1nc(N)c([N+](=O)[O-])c(Nc2ccc(F)cc2)n1,4,5,-3,0,4,1.1,-15,-9,4
N#Cc1ccc(Oc2nc(C(N)=O)cc(-c3ccccc3)n2)cc1,17,1,1,0,-2,-0.2,3,7,-2
COC(=O)CNC(c1ccccc1)c1cc(Br)ccc1NC(=O)CNC(=O)OCc1ccccc1 (stereo unspecified),14,3,-4,7,15,0.6,-16,-2,-8
Cc1cn([C@H]2C[C@H](O)[C@@H](CNC(=O)CNC(=O)CN)O2)c(=O)[nH]c1=O,2,4,0,0,-1,-0.1,3,-17,0
CC(/C=N/Nc1nc(C)cc(=O)[nH]1)=C\c1ccccc1,3,15,-2,0,26,0.2,-9,-12,10
COc1cc(CNCCN(C)C)ccc1OCc1c(F)cccc1Cl,12,3,2,2,-1,1.5,-7,-4,3
COc1cccc(NC(=S)/C(=C(\[O-])c2ccc(C)c([N+](=O)[O-])c2)[n+]2ccccc2)c1,9,-5,-2,0,16,-0.5,3,10,-7
CCCNC(=O)C(Cc1ccccc1)NC(=O)Cc1ccccc1 (stereo unspecified),11,4,0,0,21,0.9,-18,-6,-5
COc1ccc(-c2cc(C(F)(F)F)c(C#N)c(SCC(=O)Nc3nc(C)co3)n2)cc1,0,8,1,1,15,1.0,-39,2,-2
Cc1cc(OCC(C)C)ccc1/C(O)=C1/C(=O)C(=O)N(Cc2cccnc2)C1c1ccncc1 (stereo unspecified),3,-6,-1,0,12,0.1,1,5,-2
CCCCNC(=O)CC(NS(=O)(=O)c1ccc(C)cc1)c1ccco1 (stereo unspecified),-1,4,-2,0,25,0.8,-15,-5,-8
COc1ccccc1/C=C/C=N/N1CCN(Cc2ccc(Cl)cc2)CC1,3,-12,-3,-2,4,0.1,-1,-9,-6
COc1cc(/C=N\NC(=O)c2ccc(Cn3nc([N+](=O)[O-])c(Cl)c3C)o2)ccc1O,4,-9,-5,7,5,3.6,-9,-10,-10
# Further records.
SMILES,M5 antag,CHRM4 PAM,M5 ag,CHRM4 agonist,M1 PAM parental,M1 ag parental,CHO-K1 Ca antag,M4 antag,CHRM5 PAM
O=C(CCCN1C(=O)c2ccccc2C1=O)N1CCN(c2ccccn2)CC1,-5,-4,1,3,5,1.9,2,7,0
Fc1ccc(CSc2nnc3ccc(-c4ccncc4)nn23)cc1,-4,-10,1,0,11,0.5,-1,-2,8
COc1cc(CNCc2cccs2)ccc1OCC(=O)NC(C)(C)C,5,-9,-3,2,10,1.2,-12,12,-2
CCn1c(COc2ccc3c(c2)CCCC3)nnc1SCC(=O)Nc1ccc(C(=O)OC)cc1,2,2,1,1,21,0.7,-14,1,-2
CCOc1ncccc1C(=O)OCc1csc(CC(=O)Nc2ccccc2C)n1,2,14,1,5,4,0.9,-18,-28,0
CN(CCCn1ccc(NC(=O)OCc2ccccc2)nc1=O)CCc1ccccn1,10,-7,-1,0,6,0.4,-2,1,-2
CN(C)c1ccc(C(=O)N2CC(=O)N(CCc3ccccc3)C(=O)C2)cc1,12,5,0,3,9,1.5,-11,-4,-4
Oc1ccc(Oc2ccc(Oc3ccc(O)cc3)cc2)cc1,22,-10,-5,10,8,6.0,-6,-3,-10
COc1ccc(C(=O)Nc2ccc(S(=O)(=O)N3CCCCC3C)cc2)c(OC)c1OC (stereo unspecified),1,-11,-2,11,5,3.3,-8,16,-10
Cc1cccc(NC2=C(Cl)C(=O)OC2NC(=O)c2ccccc2)c1 (stereo unspecified),-2,0,1,1,7,0.8,-25,1,4
Cc1ccc(Cl)cc1S(=O)(=O)N1CCC(C(=O)NC2CCN(Cc3ccccc3)CC2)CC1,-2,-10,-1,7,-19,8.1,-9,2,-5
COc1ccc(-c2nnc(NC(=O)CSc3ccc(C)cc3)s2)cc1OC,-4,5,2,1,9,0.2,-6,-7,-3
O=C(NCCSc1ccc(Cl)cc1)c1ccc(CN2CCOCC2)cc1,-14,7,2,7,-10,2.8,4,-8,6
O=C(CN1CCN(Cc2ccc(F)cc2Cl)C1=O)NCc1cccs1,6,-1,0,1,11,3.3,-14,-7,-1
CN1CCN(NC(=O)Nc2cccc(Cl)c2Cl)CC1,18,12,-7,1,-5,-0.3,1,-3,-2
COc1ccccc1CNC(=O)CCCn1nc(C)n2ccnc2c1=O,3,-3,-1,1,21,1.0,-9,-2,-3
COC(=O)C(NC(C)=O)(Nc1ccc(Br)cc1)C(=O)OC,-5,0,0,3,23,3.6,-21,-2,-1
C=CCn1cc(C(=O)NCCCOC)c(=O)c2cc(S(=O)(=O)N(CC)CC)ccc21,-4,2,-1,1,22,0.7,1,6,2
O=C(Nc1ccc2c(c1)OCO2)N1CCN(c2ccc(F)cc2)CC1,-5,3,4,5,13,7.8,-14,-2,-1
C[C@H](CO)N1C[C@H](C)[C@@H](CN(C)S(=O)(=O)c2ccccc2)Oc2ccc(NC(=O)Nc3ccc(C(F)(F)F)cc3)cc2C1=O,5,-4,1,1,14,1.0,-13,1,-1
O=S1(=O)NC(=NCCOCCO)c2ccccc21,-3,-12,-2,0,-1,-0.2,-5,10,-1
Cc1cc(S(=O)(=O)N2CCOCC2)ccc1OCC(=O)N1CCCCC1,7,-3,-2,1,18,1.2,-9,4,-2
OCCN1CCN(CC#CCC(c2ccccc2)c2ccccc2)CC1,19,-37,-8,20,1,6.6,-11,7,-21
O=C(O)CSC(=S)N1CCCC1,5,4,2,1,7,1.1,-12,9,1
O=C(COC(=O)C1(c2ccc(Cl)cc2)CCCC1)Nc1ncc(C(F)(F)F)cc1Cl,4,-10,-6,-1,19,1.5,-5,5,-9
# Remaining list, next part.
SMILES,M5 antag,CHRM4 PAM,M5 ag,CHRM4 agonist,M1 PAM parental,M1 ag parental,CHO-K1 Ca antag,M4 antag,CHRM5 PAM
COc1ccccc1N1C(=O)CC(N2CCN(c3ccc([N+](=O)[O-])cc3)CC2)C1=O (stereo unspecified),10,-8,-2,4,-4,1.8,9,0,-8
COc1cc(NC2c3ccccc3C(=O)N2Cc2ccccc2Cl)cc(OC)c1 (stereo unspecified),-9,11,0,0,19,0.4,-15,0,7
Cc1ccc(S(=O)(=O)N2CCOCC2)cc1NC(=O)CSc1ccc(Cl)cc1,6,5,4,8,-12,3.1,0,-11,-1
COC(=O)c1ccc(NC(=O)CN(c2ccc3c(c2)OCO3)S(C)(=O)=O)cc1,-9,1,-1,3,31,2.7,-20,-6,5
COc1ccc(CCCC(=O)N/N=C/c2cccc(OC)c2O)cc1C,0,-4,11,7,24,4.3,-13,-13,-6
CC(C)N1CCC1(C)C(=O)Nc1ccc(-n2cccc2)cc1 (stereo unspecified),1,2,0,0,-1,-0.1,9,-6,-4
CS/C(=C(/C#N)S(=O)(=O)c1ccc(Cl)cc1)N1CCOCC1,1,5,-6,0,14,0.7,-3,-12,9
Cc1ccc2c(c1)Oc1ccc(NC(=O)CCl)cc1C(=O)N2,7,-2,-1,3,20,1.3,-6,3,-6
CN(C)c1ccc(/C=N/NC(=O)CCCO)cc1,5,-14,4,23,7,4.6,3,10,-10
CCN1CCN(c2nc3c(c(=O)n(C)c(=O)n3C)n2CCSc2ncccn2)CC1,-5,17,-1,0,4,-0.1,0,-9,3
CC1CN(C(=S)NC(=O)C2CCCCC2)CC(C)O1 (stereo unspecified),-4,4,-3,2,20,-0.2,-1,7,7
COc1ccc(Nc2nc(-c3cccs3)nc3ccccc23)c(OC)c1,-8,-4,-1,13,26,4.8,-13,-9,4
CC(=O)C(C)n1c(CN2CCN(C(=O)c3ccco3)CC2)nc2c1c(=O)n(C)c(=O)n2C (stereo unspecified),6,-2,-4,0,12,1.6,-1,11,-2
COc1ccc(NC(=S)NC(=O)C2CCCCC2)cc1,0,-5,-1,-1,14,0.1,1,7,4
COc1ccc(S(=O)(=O)N2CCOCC2)cc1C(=O)Nc1nc2ccccc2s1,1,1,2,1,8,0.5,-18,11,0
Cc1ccc2nc(N/C(N)=N/S(=O)(=O)c3ccc([N+](=O)[O-])cc3)nc(C)c2c1,-9,3,-2,-1,14,-0.2,-4,-10,3
COc1ccccc1N(CC(=O)NC1CCCCC1)C(=O)Cn1nnc(-c2ccc(C)o2)n1,9,-5,2,4,0,2.2,-18,-3,-3
Cc1nn(C)c(C)c1CN(Cc1nc(CCC(C)C)no1)C(C)C,32*,-5,6,10,4,12,19,9,-21
Cc1cc(NC(=O)CSc2nc(C(C)C)nc3sc(C)c(C)c23)no1,4,12,2,2,-3,0.5,-11,-5,-4
O=C(NC(=S)Nc1ccc(Cl)cn1)C(c1ccccc1)c1ccccc1,2,-2,-2,0,0,0.1,-14,2,-3
Cc1ccc(C(=O)Nc2ccc(N3CCN(S(C)(=O)=O)CC3)cc2)cc1C,2,4,0,3,1,0.7,11,0,2
COc1ccc(NC(=O)CSc2nnc3n2CCCCC3)cc1,2,2,-3,0,9,1.7,-7,3,6

# Reprinted at random: 5 compounds from above
SMILES,M5 antag,CHRM4 PAM,M5 ag,CHRM4 agonist,M1 PAM parental,M1 ag parental,CHO-K1 Ca antag,M4 antag,CHRM5 PAM
COc1ccc(CCCC(=O)N/N=C/c2cccc(OC)c2O)cc1C,0,-4,11,7,24,4.3,-13,-13,-6
COc1cc(NC2c3ccccc3C(=O)N2Cc2ccccc2Cl)cc(OC)c1 (stereo unspecified),-9,11,0,0,19,0.4,-15,0,7
COc1ccccc1/C=C/C=N/N1CCN(Cc2ccc(Cl)cc2)CC1,3,-12,-3,-2,4,0.1,-1,-9,-6
Cc1ccc(NC(=O)c2cc(S(=O)(=O)N3CCCC3)cn2C)cc1C,-11,11,-2,0,26,0.5,-15,-32,10
Cc1ccc(S(=O)(=O)NCC(=O)NCC(=O)NCCc2ccccc2F)cc1C,-4,11,2,0,18,-0.2,-12,-14,11
